High-throughput results deposited in PubChem by several laboratories.
Platelet DG rel: platelet dense granule release activity; human platelet-rich plasma, SFLLRN dense granule ATP release, luminescence; inhibition, %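 (compounds screened at 7.5 µM in platelet-rich plasma)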; actives 0.22% (n = 300,000);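 active = mean replicate score, as percent of positive control, at or above 50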
GSK3beta inhib: blocks human GSK3beta kinase activity. P49841. GST-GSK3beta kinase, ADP-Glo luminescence, 60 min; active compounds read low. activity score (negative = inhibition), % at 10 µM. actives 0.038% (n = 300,000). AID 2097;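 active = more than half of replicate wells score below -50%, meaning over 50% inhibition versus plate controls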;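 note: 0% = median DMSO wells and -100% = median GW8510 positive control wells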
Target sequence (P49841 whole entry, looked up): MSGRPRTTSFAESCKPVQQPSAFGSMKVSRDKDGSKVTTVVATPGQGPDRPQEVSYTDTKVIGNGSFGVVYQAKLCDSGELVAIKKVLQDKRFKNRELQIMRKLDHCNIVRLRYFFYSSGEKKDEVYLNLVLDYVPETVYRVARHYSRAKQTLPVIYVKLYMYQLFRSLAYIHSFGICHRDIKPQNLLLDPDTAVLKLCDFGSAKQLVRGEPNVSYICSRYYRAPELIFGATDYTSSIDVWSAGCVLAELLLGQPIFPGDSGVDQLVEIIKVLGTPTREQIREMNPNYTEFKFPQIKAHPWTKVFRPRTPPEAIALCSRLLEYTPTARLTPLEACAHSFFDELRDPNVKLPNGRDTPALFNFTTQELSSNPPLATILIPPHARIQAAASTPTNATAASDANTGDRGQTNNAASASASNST
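Test system: GST-tagged human GSK3beta kinase, cell-free; evaluation: activity score scaled between in-plate DMSO and GW8510 controls; measured by: ADP-Glo luminescence; incubation: 60 min reaction, RT; benchmarks: DMSO and 20 µM GW8510; reagent: peptide substrate plus 25 µM ATP (final); medium: Tris/MgCl2 kinase buffer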
GSK3A inh: blocks human GSK-3 alpha kinase | P49840 | ADP-Glo luminescence, 60 min | inhibition, % at 10 µM | actives 0.1% (n = 320,000) | AID 2650;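 in the data active = inhibition above about 50%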;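 note: GST-tagged GSK-3 alpha with peptide substrate and 25 µM ATP; 0% = DMSO neutral wells and 100% = GW8510 positive control wells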
Dyrk1A ADPGlo: Dyrk1A (rat) kinase inhibition; ADP-Glo luminescence, NFATc1 peptide; inhibition, % at 12.5 µM; actives 0.43% (n = 310,000); AID 504441; in the data active = inhibition above about 50%;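 note: plate controls were vehicle with enzyme for no effect and no enzyme for full effect; many of its hits are not listed in these tables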
HSF1 activator: increases HSF-1 driven luciferase reporter signal | AID 504408 | actives 1.7% (n = 300,000) | NIH3T3-HGL HSF-1 luciferase reporter, MG132, 8 h; 100% = twice DMSO control signal | activation, % at 9 µM;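 active = mean replicate activation of at least 50% with a set share of replicates each reaching 50%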;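 note: 0% = median of the neutral control wells and 100% = twice that signal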
HDAC3 inhib: blocks human histone deacetylase 3 | AID 2718 | O15379 | actives 0.15% (n = 320,000) | recombinant HDAC3, fluorogenic peptide/trypsin coupled, fluorescence | inhibition, % at 8.3 µM; in the data active = inhibition above about 26%, passing the limit was not always enough
Target sequence (O15379 whole entry, looked up): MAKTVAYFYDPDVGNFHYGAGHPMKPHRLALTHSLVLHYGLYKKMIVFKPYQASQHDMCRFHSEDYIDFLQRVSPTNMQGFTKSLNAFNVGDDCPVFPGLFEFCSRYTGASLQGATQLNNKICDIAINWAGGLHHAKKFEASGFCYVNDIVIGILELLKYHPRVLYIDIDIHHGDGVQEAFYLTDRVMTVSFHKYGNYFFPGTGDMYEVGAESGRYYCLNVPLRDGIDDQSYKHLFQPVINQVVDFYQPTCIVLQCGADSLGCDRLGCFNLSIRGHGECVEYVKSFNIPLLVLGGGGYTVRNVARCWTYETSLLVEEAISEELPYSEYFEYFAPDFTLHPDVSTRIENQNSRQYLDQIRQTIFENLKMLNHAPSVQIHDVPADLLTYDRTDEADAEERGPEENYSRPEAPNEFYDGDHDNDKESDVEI
AI-2 QS modul: modulates the Vibrio harveyi AI-2 quorum sensing system. activity change, % at 7.5 µM. actives 0.4% (n = 300,000). AID 2094. Vibrio harveyi JMH597 AI-2 luminescence/OD600 ratio, 9 h; active compounds read low; strain lacks LuxN and CqsS sensors; 0 = neutral-control median; in the data active = activity change below about -75%, passing the limit was not always enough;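 note: luminescence divided by OD600 gain over 9 h not by final OD600 alone; inactives centre near 13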
PolyA inh: inhibitors of polyadenylation in S. cerevisiae; S. cerevisiae SKY197-pL101 polyadenylation reporter, beta-gal luminescence; efflux-impaired pdr1/pdr3 knockout yeast; score 100 = 6 SD above DMSO; actives 0.02% (n = 300,000); calls only at 12 µM;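 active = lowest replicate activity score at least 50, where 100 means six control SD above control mean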;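 note: yeast exposed to compound for 9 h at 30 °C; higher score means more reporter readthrough which indicates perturbed polyadenylation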
HSP90 refold inh: inhibitors of HSP90 luciferase refolding in rabbit reticulocyte lysate. luciferase refolding luminescence, 3 h. actives 0.91% (n = 290,000). inhibition, % at 5.6 µM. AID 1789;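 active = inhibition above the screen-wide mean plus 3 SD, computed separately per campaign, cut at about 16% in these data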;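 note: 0% = DMSO wells and 100% = 60 µM geldanamycin wells; inhibitors lower the luminescence because luciferase stays unfolded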
HSF1 inhib: HSF1 inhibition; actives 0.77% (n = 300,000); activity change, negative = inhibition, % at 7.5 µM (by protocol); NIH3T3-HGL HSE-luciferase, MG132-induced, luminescence 8 h; active compounds read low;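 active = more than half of replicate wells show activity change below -50%, luminescence cut by over half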;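 note: luciferase reports HSF-1 transcriptional activity via heat shock element; 0% = median of DMSO wells and -100% = zero luminescence signal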
* marks the source's active call; other numbers are inactive results; i = inactive; x = no result given; & = joins results of further samples.

The opening two compounds, ahead of the listing:
canonical_smiles	GSK3beta inhib	GSK3A inh	PolyA inh	AI-2 QS modul	HSF1 inhib	HSP90 refold inh	HDAC3 inhib	HSF1 activator	Dyrk1A ADPGlo	Platelet DG rel
O=C(CN1CCN(Cc2ccccc2)CC1)Nc1ccc(Cl)cc1	3	-4	i	-2	-3	5	-1	-15	3	1
COc1ccc(S(=O)(=O)N2CCCC2)c(Cl)c1Cl	1	0	i	14	-8	1	4	-11	0	3

The listing, from the first entry:
canonical_smiles	GSK3beta inhib	GSK3A inh	PolyA inh	AI-2 QS modul	HSF1 inhib	HSP90 refold inh	HDAC3 inhib	HSF1 activator	Dyrk1A ADPGlo	Platelet DG rel
O=C(CN1CCN(Cc2ccccc2)CC1)Nc1ccc(Cl)cc1	3	-4	i	-2	-3	5	-1	-15	3	1
COc1ccc(S(=O)(=O)N2CCCC2)c(Cl)c1Cl	1	0	i	14	-8	1	4	-11	0	3
COCCNC(=O)CN(c1ccc(C)cc1)S(=O)(=O)c1ccc(SC)cc1	4	-1	i	-4	-2	2	4	1	5	-1
O=C(NNC(=O)C1CC1c1ccccc1)c1cccc([N+](=O)[O-])c1 (stereo not drawn)	2	-3	i	8	-5	-3	-4	10	-5	-2
Cc1ccc(NC(=O)CN2CCN(S(=O)(=O)c3cccs3)CC2)cc1S(=O)(=O)N(C)C	0	0	i	24	0	-3	3	9	-4	2
Cc1ccc(NC(=O)CCCN2C(=O)/C(=C/C=C/c3ccccc3)SC2=S)cc1	-16	-1	i	2	8	-2	6	26	2	23
CC(C)(C)c1ccc(CN2N=Nc3ccccc3S2(=O)=O)cc1	1	-2	i	15	18	-1	3	1	-3	16
Cc1csc(NC(=O)CSc2nnc(-c3ccncc3)n2C)n1	-3	1	i	19	-3	-2	4	17	1	-6
Cc1ccc(OC(C)C(=O)Nc2ccccc2C(=O)N2CCOCC2)cc1 (stereo not drawn)	0	0	i	16	-3	-4	0	-5	4	-9
CC(C)(C)C(=O)/C=C/c1ccc(Oc2ccccc2)cc1	2	-1	i	5	-59*	-3	9	-68	-1	3
CCNC(=S)N/N=C/c1ccc(OCc2ccc(C(=O)OC)cc2)cc1	2	0	i	8	-4	0	6	-2	2	0
CCN(C(=O)COc1cccnc1[N+](=O)[O-])C1CCS(=O)(=O)C1 (stereo not drawn)	0	0	i	33	-2	0	4	0	1	-4
Cn1c(CCCNC(=O)c2ccccc2)nc2ccccc21	-5	0	i	23	-2	1	-5	8	4	-5
O=C(c1ccccc1)N1CCN(C(=O)c2cc3ccccc3oc2=O)CC1	0	0	i	11	-4	3	3	-16	1	-4
COc1ccc2c(c1)c(=O)c(C(=O)c1ccc(C)cc1)cn2CC(=O)Nc1ccc(F)cc1	0	0	i	3	1	-7	5	15	-1	18

Following part:
canonical_smiles	GSK3beta inhib	GSK3A inh	PolyA inh	AI-2 QS modul	HSF1 inhib	HSP90 refold inh	HDAC3 inhib	HSF1 activator	Dyrk1A ADPGlo	Platelet DG rel
O=C1CSC(=O)N1CC(O)COc1ccc(Cl)cc1 (stereo not drawn)	4	-2	i	13	6	0	1	-2	-6	5
Cc1nn(Cc2ccc(C(=O)N3CCOCC3)o2)c(C)c1Br	-1	1	i	17	8	-3	2	33	-4	24
Cc1ccccc1-n1c(SC/C(O)=C(\C#N)c2nc3ccccc3[nH]2)nnc1-c1ccncc1	4	16	i	33	-3	6	9	-7	13	-3
Fc1ccccc1N1CCN(c2nnnn2-c2ccccc2)CC1	0	-2	i	-4	-2	-2	-7	11	1	-2
NCCCNc1ccc([N+](=O)[O-])cc1C(F)(F)F	-3	-1	i	9	-4	2	0	3	5	-15
Cn1c(=O)c(=O)n(C)c2cc(S(=O)(=O)CCC(=O)Nc3ccc(F)cc3)ccc21	2	6	i	37	-2	-1	4	-1	-6	1
CCCCC1=CC2=CC(=O)C(C)(OC(=O)c3ccc(Cl)nc3)C(=O)C2=CO1 (stereo not drawn)	-1	x	i	29	23	x	6	36	x	13
Cc1csc(=O)n1CCC(=O)OCC(=O)Nc1ccc(F)c(F)c1F	1	-2	i	12	-6	x	1	-5	-3	0
COc1cccc(NC(=O)CSC(N)=O)c1	5	-1	i	22	3	-5	x	7	-2	-4
CN(C)CCN(C(=O)c1ccc(S(=O)(=O)N(C)CC2CCCO2)cc1)c1nc2cc3c(cc2s1)OCO3 (stereo not drawn)	-19	-3	i	5	-6	1	x	5	-5	-6
S=c1[nH]nc(-c2cccnc2)n1/N=C/C=C/c1ccccc1	2	1	i	5	-2	-3	8	6	0	9
CCn1cc(C(=O)OCC(=O)c2cc(C)n(-c3ccc(OC(F)F)cc3)c2C)c(=O)c2ccc(C)nc21	1	3	i	20	-2	1	4	19	-4	0
O=C(Cn1nnc2c(cnn2-c2ccc(F)cc2)c1=O)OC1CCCCC1	0	2	i	-11	-1	-2	6	-15	-3	2
COc1ccc(C(c2sc3nc(C)nn3c2O)N2CCCCC2)cc1 (stereo not drawn)	2	-3	i	12	0	2	10	5	-1	59*
COc1ccccc1C(=O)N/C(=C/c1ccco1)C(=O)Nc1ccc(C(=O)O)cc1	-3	0	i	29	-4	-2	6	-1	1	-7

More compounds
canonical_smiles	GSK3beta inhib	GSK3A inh	PolyA inh	AI-2 QS modul	HSF1 inhib	HSP90 refold inh	HDAC3 inhib	HSF1 activator	Dyrk1A ADPGlo	Platelet DG rel
O=C1Oc2ccccc2C2(O)C3CCCCCC3C12 (stereo not drawn)	2	6	i	19	2	1	-8	11	3	4
COC(c1ccccc1)(c1ccccc1)C(Oc1nccc(C)n1)C(=O)O (stereo not drawn)	-4	5	i	13	-3	-3	-3	0	9	6
CCCC1c2ccc(C)n2CCN1C(=O)Nc1ccccc1Cl (stereo not drawn)	2	x	i	25	10	0	-2	29	-2	9
O=C(COc1cccc2c1CCN(Cc1ccccc1)C2=O)NCc1ccco1	3	9	i	22	2	1	6	8	2	-4
CCC(=O)Nc1ccc(N2CCN(Cc3ccccc3F)CC2)cc1	3	1	i	3	-5	-6	0	6	-7	1
Cc1ccc(C(NC(=O)NN2CCN(C)CC2)C(Cl)Cl)cc1F (stereo not drawn)	2	-1	i	2	-3	10	2	-8	-11	4
CN(C)c1ccc(/C=N/NC(=O)c2ccn(C)n2)cc1	0	1	i	x	3	-1	-1	22	4	1
COc1ccc(CC(=O)Oc2ccc(C(C)(C)C)cc2)cc1S(=O)(=O)N1CCOCC1	0	0	i	7	-5	x	17	-7	0	4
CN1CCc2c(sc3nc(NN)n(Cc4ccccc4)c(=O)c23)C1	1	2	i	-3	2	1	3	0	18	6
COc1ccc(-c2nnc(NC(=O)C(C)C)s2)c(OC)c1	1	-1	x	17	11	-3	2	13	1	-1
COc1ccc(NC(=O)Nc2ccc3nc(C)c(C)nc3c2)cc1	-1	-10	i	16	-2	3	-4	-10	0	-2
CCn1nnc2cc(C(=O)Nc3cc(S(C)(=O)=O)ccc3Cl)ccc21	1	2	i	24	-1	-3	4	2	1	-6
O=C(CSc1nc2ccccc2c(=O)n1-c1ccc(Cl)cc1)c1ccco1	2	-1	i	3	-4	1	5	6	-4	-4
O=C(O)CCC(=O)NCCn1c(-c2ccccc2)csc1=Nc1ccccc1	2	5	i	25	29	3	0	69*	-2&-3	-3
Cn1c(=O)c(C(=O)CN2CCCCCC2)c(N)n(Cc2ccccc2)c1=O	-2	-1	x	19	-1	-4	1	14	2	6

Already shown: entries from further up.
canonical_smiles	GSK3beta inhib	GSK3A inh	PolyA inh	AI-2 QS modul	HSF1 inhib	HSP90 refold inh	HDAC3 inhib	HSF1 activator	Dyrk1A ADPGlo	Platelet DG rel
O=C1Oc2ccccc2C2(O)C3CCCCCC3C12 (stereo not drawn)	2	6	i	19	2	1	-8	11	3	4
COC(c1ccccc1)(c1ccccc1)C(Oc1nccc(C)n1)C(=O)O (stereo not drawn)	-4	5	i	13	-3	-3	-3	0	9	6
CCCC1c2ccc(C)n2CCN1C(=O)Nc1ccccc1Cl (stereo not drawn)	2	x	i	25	10	0	-2	29	-2	9
O=C(COc1cccc2c1CCN(Cc1ccccc1)C2=O)NCc1ccco1	3	9	i	22	2	1	6	8	2	-4
CCC(=O)Nc1ccc(N2CCN(Cc3ccccc3F)CC2)cc1	3	1	i	3	-5	-6	0	6	-7	1
Cc1ccc(C(NC(=O)NN2CCN(C)CC2)C(Cl)Cl)cc1F (stereo not drawn)	2	-1	i	2	-3	10	2	-8	-11	4
CN(C)c1ccc(/C=N/NC(=O)c2ccn(C)n2)cc1	0	1	i	x	3	-1	-1	22	4	1
COc1ccc(CC(=O)Oc2ccc(C(C)(C)C)cc2)cc1S(=O)(=O)N1CCOCC1	0	0	i	7	-5	x	17	-7	0	4
CN1CCc2c(sc3nc(NN)n(Cc4ccccc4)c(=O)c23)C1	1	2	i	-3	2	1	3	0	18	6
COc1ccc(-c2nnc(NC(=O)C(C)C)s2)c(OC)c1	1	-1	x	17	11	-3	2	13	1	-1
COc1ccc(NC(=O)Nc2ccc3nc(C)c(C)nc3c2)cc1	-1	-10	i	16	-2	3	-4	-10	0	-2
CCn1nnc2cc(C(=O)Nc3cc(S(C)(=O)=O)ccc3Cl)ccc21	1	2	i	24	-1	-3	4	2	1	-6

Next records.
canonical_smiles	GSK3beta inhib	GSK3A inh	PolyA inh	AI-2 QS modul	HSF1 inhib	HSP90 refold inh	HDAC3 inhib	HSF1 activator	Dyrk1A ADPGlo	Platelet DG rel
O=C(CCn1c(=O)sc2ccccc21)Nc1nccs1	-2	2	i	8	7	-3	6	6	0	14
Cc1ccc2nsnc2c1S(=O)(=O)N(CCO)Cc1cc2cc3c(cc2[nH]c1=O)OCCO3	1	-1	i	26	-1	6	0	-7	2	10
O=S(=O)(c1ccc(-c2csc(Nc3ccc(Br)cc3)n2)cc1)N1CCCC1	1	1	i	14	-3	2	6	0	-5	-3
Cc1noc(C)c1C(=O)N1CCC(Cc2ccccc2)CC1	-9	-3	i	4	-2	5	2	4	-3	-7
O=c1oc2ccccc2c(Nc2cccc3cccnc23)c1[N+](=O)[O-]	1	7	i	30	14	4	0	33	2	0
Cc1ccccc1NC(=O)CC1S/C(=N/c2nccs2)N(C)C1=O (stereo not drawn)	3	-1	i	23	-3	6	4	-18	-6	-12
CC(C)(C)NC(=O)CSc1nnc(-c2ccccc2)c(-c2ccccc2)n1	-1	-4	i	2	-3	1	9	-27	0	1
Cc1cc(C)nc(N2CCC(C(=O)NCc3ccccc3)CC2)n1	2	-1	i	3	10	5	-3	20	0	-8
NC(N)=NS(=O)(=O)c1ccc(NC(=S)NC(=O)c2ccccc2)cc1	3	-3	i	6	-1	-7	-7	5	-14	3
CC1CCCCC1NC(=O)CN1C(=O)c2cccc(N)c2C1=O (stereo not drawn)	4	x	i	33	-17	7	x	-14	-1	-4
Cn1c2ccccc2c2cc(C(=O)OCC(=O)N3CC(=O)Nc4ccccc43)sc21	-4	1	i	-3	11	7	-5	11	-7	7
CC(=O)NN1C(=O)/C(=C\c2ccccc2)SC1=S	-2	-31	i	30	-5	1	6	-7	-5	3
O=C(CSc1n[nH]c(-c2cccs2)n1)NCCc1ccccc1	2	-1	i	8	-1	x	-1	-1	12	-4

A portion of the library; rates above refer to the full screens.
